Screening data from PubChem.
HDAC3 inh – blocks human histone deacetylase 3. AID 2718. hit rate 0.15% among 320,000. recombinant HDAC3, fluorogenic peptide/trypsin coupled, fluorescence. inhibition, % at 8.3 µM; in the data active = inhibition above about 26%, passing the limit was not always enough; inconclusive = no clear call, values can overlap the other calls
Target sequence (O15379 whole entry, looked up): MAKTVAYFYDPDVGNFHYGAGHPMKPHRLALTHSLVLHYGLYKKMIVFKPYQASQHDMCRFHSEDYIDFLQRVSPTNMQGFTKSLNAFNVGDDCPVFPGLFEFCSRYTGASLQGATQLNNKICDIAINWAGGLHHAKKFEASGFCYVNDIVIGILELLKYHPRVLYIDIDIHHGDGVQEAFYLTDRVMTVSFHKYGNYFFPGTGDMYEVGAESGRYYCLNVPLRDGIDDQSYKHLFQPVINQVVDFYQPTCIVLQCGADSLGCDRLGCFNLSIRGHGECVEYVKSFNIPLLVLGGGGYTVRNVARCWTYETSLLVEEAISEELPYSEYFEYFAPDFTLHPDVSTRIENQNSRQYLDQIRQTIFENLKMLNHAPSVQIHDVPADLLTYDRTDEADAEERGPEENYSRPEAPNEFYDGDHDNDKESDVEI
IEC-6 tox – counter-screen for KLF5 inhibitors: cytotoxicity in IEC-6 cells. IEC-6 cytotoxicity, luminescence viability. hit rate 0.78% among 290,000. inhibition, % at 5 µM; in the data active = inhibition above about 22%;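 also: 0% = plate median of test compound wells and 100% = cytotoxic reference compound wells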
HSF1 activator – increases HSF-1 driven luciferase reporter signal; activation, % at 9 µM; NIH3T3-HGL HSF-1 luciferase reporter, MG132, 8 h; 100% = twice DMSO control signal; hit rate 1.7% among 300,000;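 active = mean replicate activation of at least 50% with a set share of replicates each reaching 50%; inconclusive = only one of those two conditions met; inactive = mean below 50% and too few replicates reaching it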;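 also: 0% = median of the neutral control wells and 100% = twice that signal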
AI-2 QS mod – modulators of Vibrio harveyi AI-2 quorum sensing system; hit rate 0.4% among 300,000; Vibrio harveyi JMH597 AI-2 luminescence/OD600 ratio, 9 h; stronger effect = lower value; strain lacks LuxN and CqsS sensors; 0 = neutral-control median; activity change, % at 7.5 µM; in the data active = activity change below about -75%, passing the limit was not always enough; inconclusive = no clear call, values can overlap the other calls;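 also: luminescence divided by OD600 gain over 9 h not by final OD600 alone; inactives centre near 13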
Platelet DG rel – platelet dense granule release activity. AID 1663. human platelet-rich plasma, SFLLRN dense granule ATP release, luminescence. inhibition, %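 (compounds screened at 7.5 µM in platelet-rich plasma)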. hit rate 0.22% among 300,000;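 active = mean replicate score, as percent of positive control, at or above 50; inconclusive = mean below 50 but at least one replicate at or above 50; inactive = mean and every replicate below 50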
HSF1 inh – HSF1 inhibition; NIH3T3-HGL HSE-luciferase, MG132-induced, luminescence 8 h; stronger effect = lower value; hit rate 0.77% among 300,000; AID 2098; activity change, negative = inhibition, % at 7.5 µM (by protocol);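 active = more than half of replicate wells show activity change below -50%, luminescence cut by over half; inconclusive = some wells, but at most half, below -50%; inactive = no replicate well below -50%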;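 also: luciferase reports HSF-1 transcriptional activity via heat shock element; 0% = median of DMSO wells and -100% = zero luminescence signal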
KLF5 inh – inhibitors of KLF5 expression | hit rate 0.23% among 290,000 | inhibition, % at 5 µM | AID 1700 | DLD-1 KLF5 promoter-luciferase reporter, luminescence;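 active = inhibition above a per-plate limit of that plate's mean compound inhibition plus 3 SD, cut at about 60% in these data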;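 also: 0% = DMSO wells and 100% = LY294002 at 200 µM; higher means less KLF5 promoter-driven luciferase light; inactives centre near -14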
HIF act – HIF pathway transcriptional activation | activation, % at 7.5 µM (by protocol) | U2OS HRE-luciferase reporter, luminescence; normalized: DMSO 0%, desferrioxamine 100% | hit rate 0.32% among 300,000;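 active = mean activation of at least 10% of the iron chelator positive control signal, with at least half of replicates also reaching 10%; inconclusive = mean and replicate majority disagree about reaching 10%; inactive = mean and most replicates under 10%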
HSP90 refold inh – HSP90 refolding inhibition in rabbit reticulocyte lysate. luciferase refolding luminescence, 3 h. inhibition, % at 5.6 µM. hit rate 0.91% among 290,000;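 active = inhibition above the screen-wide mean plus 3 SD, computed separately per campaign, cut at about 16% in these data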;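 also: 0% = DMSO wells and 100% = 60 µM geldanamycin wells; inhibitors lower the luminescence because luciferase stays unfolded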
aSyn UTR inh – MLPCN primary screen, SNCA 5' untranslated region | alpha-synuclein 5'UTR reporter, inhibitor activity | inhibition, % (tested at 7.5 µM) | hit rate 0.82% among 300,000 | AID 1813; in the data active = inhibition above about 60%; inconclusive = no clear call, values can overlap the other calls;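 also: H4 neuroglioblastoma cells stably carrying SNCA 5'UTR luciferase fusion; 0% = DMSO wells and 100% = positive control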
Starred values were filed as active, the others as inactive; ? = inconclusive; / = not tested or not shown.

no.	Molecule	HDAC3 inh	IEC-6 tox	HSF1 activator	AI-2 QS mod	Platelet DG rel
1	Cc1cc(C(=O)Nc2c(C)n(C)n(-c3ccccc3)c2=O)c(C)o1	4	-4	-10	25	-1
2	COc1cc(-n2nnnc2SCC(=O)N2CCN(c3ccc(F)cc3)CC2)c(OC)cc1Cl	/	-3	4	15	8
3	CC(C(=O)Nc1ccc2c(c1)OCO2)N1CCN(C)CC1 (centres undefined)	-9	1	-9	-5	5
4	CCN(C(=O)c1cc(S(=O)(=O)N2CCc3ccccc32)cn1C)c1ccccc1	-13	1	-18	14	-1
5	COc1ccccc1CNCC(=O)Nc1ccc(C(F)(F)F)cc1	2	-7	23	4	1
6	O=C(Cc1ccccc1F)NCC(=O)Nc1ccccc1Br	0	3	8	11	6
7	CCN(CC)c1ccc(/C=N/NC(=O)c2ccc3nc[nH]c3c2)c(O)c1	6	-2	-6	-67	10
8	C[C@H](NC(=O)N1CCn2c1nc1ccccc12)C(=O)NCc1ccco1	4	-6	1	18	-5
9	COc1ccccc1S(=O)(=O)Nc1cc(S(=O)(=O)N2CCCCC2)ccc1N1CCOCC1	1	1	11	-13	-5
10	O=c1ccc(-c2ccccc2)nn1Cc1ccc(F)cc1	-2	7	7	-2	/
11	Cc1ccc(C(=O)Nc2nccc(C)n2)cc1	-12	5	-4	44	-2
12	Cc1ccc(O)c(NC(=S)NC(=O)/C=C/c2ccccc2)c1	2	-4	15	/	-1

no.	HSF1 inh	KLF5 inh	HIF act	HSP90 refold inh	aSyn UTR inh
1	10	-42	-0.6	7	-16
2	3	-9	0.0	-2	32
3	-5	-18	-0.2	4	5
4	-1	-6	-0.1	0	25
5	5	-23	0.3	-1	-3
6	-6	-30	0.6	3	-3
7	-4	18	96*	-4	93*
8	5	-20	-0.7	-2	33
9	-4	-4	-0.8	-3	-21
10	15	-33	0.5	1	-27
11	3	-28	1.4	0	-33
12	15	-45	-1.9	1	-16

Numbers 4 through 9 from above:
no.	Molecule	HDAC3 inh	IEC-6 tox	HSF1 activator	AI-2 QS mod	Platelet DG rel
4	CCN(C(=O)c1cc(S(=O)(=O)N2CCc3ccccc32)cn1C)c1ccccc1	-13	1	-18	14	-1
5	COc1ccccc1CNCC(=O)Nc1ccc(C(F)(F)F)cc1	2	-7	23	4	1
6	O=C(Cc1ccccc1F)NCC(=O)Nc1ccccc1Br	0	3	8	11	6
7	CCN(CC)c1ccc(/C=N/NC(=O)c2ccc3nc[nH]c3c2)c(O)c1	6	-2	-6	-67	10
8	C[C@H](NC(=O)N1CCn2c1nc1ccccc12)C(=O)NCc1ccco1	4	-6	1	18	-5
9	COc1ccccc1S(=O)(=O)Nc1cc(S(=O)(=O)N2CCCCC2)ccc1N1CCOCC1	1	1	11	-13	-5

no.	HSF1 inh	KLF5 inh	HIF act	HSP90 refold inh	aSyn UTR inh
4	-1	-6	-0.1	0	25
5	5	-23	0.3	-1	-3
6	-6	-30	0.6	3	-3
7	-4	18	96*	-4	93*
8	5	-20	-0.7	-2	33
9	-4	-4	-0.8	-3	-21

More entries:
no.	Molecule	HDAC3 inh	IEC-6 tox	HSF1 activator	AI-2 QS mod	Platelet DG rel
13	COc1ccc(CNC(=O)c2ccc(CS(=O)(=O)c3ccc(Br)cc3)o2)cc1	-2	-6	-74	21	0
14	COc1cc(NC(=O)Cc2ccccc2)cc(OC)c1	-2	6	-8	28	6
15	C/C=C\C(=O)Nc1cccc(C2=NOC3(C2)C[C@H](C(N)=O)N(C(=O)Cc2ccc([N+](=O)[O-])cc2)C3)c1 (some centres undefined)	1	/	-9	13	-1
16	CCCOc1ccc(N2C(=O)CC(NCC(=O)OCC)C2=O)cc1 (centres undefined)	3	/	-15	16	-1
17	Cc1ccc(OCC(=O)NNC(=O)Cn2nnc(-c3ccccc3)n2)cc1	1	3	-4	?	4
18	CC(=O)Nc1cccc(NC(=O)Nc2cccc(Cl)c2C)c1	-4	-4	1	7	-7
19	CCS(=O)(=O)c1ccc2oc(Nc3cc(Cl)ccc3OC)nc2c1	1	3	12	15	-19
20	Nc1cccc(S(=O)(=O)NC2=NCCC2)c1	-2	5	-2	-9	-1
21	COc1ccc(C2CC(c3ccccc3)=NN2c2ccc(/C=N/NC(=O)c3ccncc3)cc2)cc1 (centres undefined)	10	0	-3	26	1
22	CCC1CCCCN1CCCNC(=O)c1cn(CC)c2ccc(S(=O)(=O)N3CCc4ccccc4C3)cc2c1=O (centres undefined)	7	0	-4	3	4
23	O=C(c1ccccc1)c1ccc(OCCCN2CCCCC2)cc1	6	-2	-31	/	0
24	CN1CCN(c2ccccc2NC(=O)c2ccc(OCc3ccccc3)cc2)CC1	4	-2	/	/	/

no.	HSF1 inh	KLF5 inh	HIF act	HSP90 refold inh	aSyn UTR inh
13	-68*	-13	-0.2	-8	3
14	-8	1	0.1	-1	0
15	-5	/	0.5	/	13
16	0	/	-0.6	/	9
17	1	6	-0.1	2	6
18	4	-36	0.0	3	12
19	-2	-17	-0.1	0	-18
20	4	-36	-1.3	0	2
21	1	-22	1.4	2	-4
22	-8	-28	-3.1	6	15
23	-8	-20	0.4	-2	-11
24	/	19	/	1	/

no.	Molecule	HDAC3 inh	IEC-6 tox	HSF1 activator	AI-2 QS mod	Platelet DG rel
25	COc1ccccc1N(CC(=O)NCCSc1ccc(Cl)cc1)S(C)(=O)=O	-6	4	12	15	-6
26	Cc1ccccc1OCc1ccc(C(=O)N2CC(C)OC(C)C2)o1 (centres undefined)	-1	5	1	29	-6
27	O=c1ccc(Cc2ccc(Cl)cc2)n[nH]1	-4	0	-4	-5	-1
28	Cc1cccc(CSc2cn(CC(=O)N3CCOCC3)c3ccccc23)c1	3	-5	76*	8	-21
29	COc1nc(C)ccc1-c1noc(-c2cccs2)n1	4	0	62*	25	-10
30	CCOC(=O)/C=C/C(=O)Nc1ccccc1-c1ccccc1NC(=O)/C=C/C(=O)OCC	5	-2	-56	33	1
31	Oc1cc(-n2cccn2)c(O)cc1-n1cccn1	1	-4	-35	11	9
32	CCN(CC)c1ccc(NC(=O)c2ccc(Br)o2)c(C)c1	4	1	12	2	-4
33	COc1ccc(CCC(=O)N(c2nnc(-c3cccnc3)s2)C(C)C)cc1	2	0	13	23	1
34	CS(=O)(=O)N1CCN(C(=O)c2cc(-c3cccs3)nc3ccccc23)CC1	-51	8	-1	11	-2
35	Cc1ccc(-c2nn(CC(=O)N(C)C)c(=O)c3ccccc23)cc1S(=O)(=O)N(C)C	3	7	-2	6	2
36	O=C(CSc1nnc(NC(=O)c2ccco2)s1)Nc1ccccc1F	8	0	-7	16	3

no.	HSF1 inh	KLF5 inh	HIF act	HSP90 refold inh	aSyn UTR inh
25	-5	2	-0.3	1	0
26	1	0	-0.2	-3	23
27	-5	-10	-0.1	-3	11
28	46	-78	3.0	-2	-130
29	21	-160	-0.1	4	-13
30	-56*	-24	2.1	0	3
31	-22	0	-9.2	-2	-3
32	-1	-12	0.5	-2	-55
33	-7	-6	0.3	4	-24
34	-3	-10	0.5	-2	6
35	-1	-6	-0.2	3	21
36	-2	-11	-0.1	3	-15

no.	Molecule	HDAC3 inh	IEC-6 tox	HSF1 activator	AI-2 QS mod	Platelet DG rel
37	COc1ccc(NC(=O)c2cccc3cccnc23)cc1S(N)(=O)=O	-2	4	-6	18	1
38	Cc1ccc(NC(=O)c2cc(=O)[nH]c3ccccc23)cc1	3	5	4	13	-1
39	CN1CCN(/N=C/c2ccc(Cl)c(Cl)c2)CC1	-1	7	-8	4	3
40	CCCn1nc(C(=O)OCn2nnc3ccccc3c2=O)c2ccccc2c1=O	/	1	4	12	-1
41	Cc1cccc(C)c1N(Cc1ccccc1F)S(C)(=O)=O	-4	-1	-9	7	8
42	CNC(=O)CSc1nnnn1CCCOC	3	-6	3	-4	4
43	COc1ccc(C(=O)NCc2ccc3c(c2)CCO3)cc1	3	-10	15	-23	10
44	CCCCNCC1CCCO1 (centres undefined)	-3	0	-7	20	4
45	O=C(CCCn1c(=O)oc2ccccc21)Nc1cccnc1	5	-2	-8	-9	1
46	CC1CCCCN1c1cc(C#N)c(C#N)cc1[N+](=O)[O-] (centres undefined)	/	0	-2	27	2
47	COC(=O)c1cc[n+](CC(=O)c2ccccc2)cc1	8	-1	40	3	-3
48	Cc1ccsc1CN(C(=O)c1ccccc1)C1CCS(=O)(=O)C1 (centres undefined)	5	2	24	9	14

no.	HSF1 inh	KLF5 inh	HIF act	HSP90 refold inh	aSyn UTR inh
37	-3	-35	1.1	-3	-14
38	-5	-30	0.3	1	-4
39	-1	-42	1.9	-5	-145
40	-9	-15	-0.2	-7	16
41	-4	-26	0.1	4	4
42	-7	-2	-1.3	-2	2
43	3	5	0.0	1	0
44	-3	-12	0.0	-1	4
45	0	-22	-17	-4	9
46	-6	-16	-0.4	-1	17
47	26	-39	0.8	-5	-41
48	2	-11	0.6	2	-5

no.	Molecule	HDAC3 inh	IEC-6 tox	HSF1 activator	AI-2 QS mod	Platelet DG rel
49	CSCCC(NS(=O)(=O)c1ccc(C)cc1)C(=O)N1CC=C(c2ccccc2)CC1 (centres undefined)	0	/	13	24	/
50	S=C1NC2(CCCCC2)Cc2ccccc21	-1	-1	-4	14	-5
51	COC(=O)C1=C(C)NC(C)=C(C(=O)OC)C1C(=O)OCc1nc2cc(C(=O)OC)ccc2c(=O)[nH]1	9	/	3	7	29
52	Cc1cc(C)n(-c2ncc3c(n2)N(CCO)CCOC3=O)n1	0	2	18	21	-25
53	O=C(NNC(=S)Nc1ccccc1)C1CC1	-4	-1	5	8	1
54	Cc1ccccc1OCc1nnc(SCC(=O)NCc2ccco2)n1C	2	0	-4	-2	-1
55	Nc1ccc2c(c1)C(=O)c1ccccc1-2	-1	/	-3	21	4
56	Cc1ccccc1-c1nc(CN2CCN(C(=O)c3ccco3)CC2)c(C)o1	-4	0	17	17	3
57	O=C(Nc1cccc(NC(=O)C2CC3CCCC(C2)C3=O)n1)C1CC2CCCC(C1)C2=O (centres undefined)	-1	0	4	13	14
58	O=c1[nH]c2ccc(S(=O)(=O)NCCO)cc2[nH]1	-3	-4	6	6	-3
59	CCOC(=O)c1cc(C(=O)c2cc(Br)ccc2O)coc1=N	4	3	-10	26	0
60	CN(CCc1ccccc1)C(=O)c1cc(COc2ccc(F)cc2Cl)on1	/	2	11	17	5

no.	HSF1 inh	KLF5 inh	HIF act	HSP90 refold inh	aSyn UTR inh
49	17	/	-0.5	/	-5
50	-1	-13	0.0	2	29
51	3	/	-0.5	/	7
52	-3	-15	0.0	0	-20
53	-5	-12	/	4	4
54	3	5	-0.5	6	14
55	-10	/	0.1	/	-14
56	0	-9	0.0	0	3
57	-12	3	-0.3	0	-11
58	-4	-8	0.0	-2	12
59	-2	25	-0.4	1	10
60	6	-38	2.0	-1	-82

Rows are unselected, and some 5% of all compounds hit somewhere here.
